High-throughput results from PubChem.
KCNH2 3.1 inh: qHTS for Inhibitors of KCHN2 3.1: Mutant qHTS; hit rate 0.95% among 340,000; AID 720553, 2013; Potassium voltage-gated channel subfamily H member 2, brain isoform KCNH2 3.1 (human); activity change, % (tested at about 1.8 µM); U2OS KCNH2 3.1, thallium flux FluxOr; hits give low values;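 active = maximum activity change below -70%; inconclusive = maximum activity change from -70% to -50%; inactive = maximum activity change above -50%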;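 also: thallium influx rate constant from kinetic fluorescence after stimulation buffer; % is scaled to controls: 0 for no effect and ±100 for the full control effect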
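Steps: virus added to U2OS suspension (4 h, RT, dark); medium with 10% FBS added, cells plated, 37 C overnight; FluxOr/Red40 loading buffer 45 min RT; stimulation buffer, 2 min kinetic read; rate constant normalized.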
ELG1 DNA repair: qHTS screen for small molecules that inhibit ELG1-dependent DNA repair in human embryonic kidney (HEK293T) cells expressing luciferase-tagged ELG1; hit rate 2.3% among 330,000; HEK293T ELG1-luciferase reporter, luminescence, 16 h; DNA damage induced by 5-fluorouridine; Potency, µM (top dose mostly 46.1 µM), for the others: at the highest dose activity change, negative = inhibition, most hits filed as inhibitors; also: potency is read from the fitted curve at half-maximal effect; % is scaled to controls: 0 for no effect and ±100 for the full control effect; nearly all actives have a fitted effect of over 55% in size
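Luminescence from the luciferase reporter, measured 30 min after ONE-Glo reagent at room temperature, was the read-out. Beforehand, 2,000 cells per well were exposed for 16 hr at 37 °C to 5-fluorouridine together with compound or vehicle.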
USP2a block: qHTS Assay for Inhibitors of Ubiquitin-specific Protease USP2a Using CHOP2 as the Reporter; Ubiquitin carboxyl-terminal hydrolase 2 (Homo sapiens), O75604; Potency, µM (doses to about 38.3 µM), for inactives: top-dose activity change, negative = inhibition, most hits filed as inhibitors; hit rate 0.01% among 330,000; USP2 core, Ub-CHOP2 coupled fluorogenic reporter, 485/531; AID 463254, 2010;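 also: potency is read from the fitted curve at half-maximal effect; plate controls were DMSO wells for no effect and full inhibition by NEM control for full effect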
Target sequence (O75604 whole entry, looked up): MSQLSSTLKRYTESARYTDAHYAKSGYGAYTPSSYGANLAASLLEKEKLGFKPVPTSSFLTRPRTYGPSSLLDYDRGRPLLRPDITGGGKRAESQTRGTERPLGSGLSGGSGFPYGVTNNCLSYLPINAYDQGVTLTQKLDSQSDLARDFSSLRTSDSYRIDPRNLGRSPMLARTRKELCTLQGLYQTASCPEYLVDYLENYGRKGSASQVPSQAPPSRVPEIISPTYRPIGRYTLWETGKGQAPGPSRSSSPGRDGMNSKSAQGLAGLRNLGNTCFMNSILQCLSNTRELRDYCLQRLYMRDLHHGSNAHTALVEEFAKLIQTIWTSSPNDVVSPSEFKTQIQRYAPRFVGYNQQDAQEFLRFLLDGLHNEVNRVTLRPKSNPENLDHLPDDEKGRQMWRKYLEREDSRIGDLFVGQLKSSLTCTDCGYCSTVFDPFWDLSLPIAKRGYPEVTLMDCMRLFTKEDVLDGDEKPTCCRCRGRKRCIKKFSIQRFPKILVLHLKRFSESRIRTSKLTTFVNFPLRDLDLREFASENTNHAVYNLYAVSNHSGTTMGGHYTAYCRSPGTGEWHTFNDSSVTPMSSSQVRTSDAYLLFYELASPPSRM
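Deubiquitinase activity read as fluorescence (485/531 nm) after Ub-CHOP2 cleavage activates the enterokinase reporter on its substrate; USP2 core 10nM, Ub-CHOP2 and substrate 25nM each, 30min compound preincubation then 60min RT; data normalized to NEM, curves fitted.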
KCNH2 WT inh: qHTS for Inhibitors of KCHN2 3.1: Wildtype qHTS; activity change, % at 1.84 µM; U2OS, BacMam KCNH2, thallium flux FluxOr; hits give low values; Voltage-gated inwardly rectifying potassium channel KCNH2 (Homo sapiens), Q12809; hit rate 0.37% among 340,000;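 active = maximum activity change below -70%; inconclusive = maximum activity change between -70% and -50%; inactive = maximum activity change above -50%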; also: % is scaled to controls: 0 for no effect and ±100 for the full control effect
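U2OS cells were transduced with wild-type KCNH2 virus (2.03 x 10^8 / mL) for 4 h at room temperature, then cultured overnight at 37 C. Thallium flux was read with FluxOr dye. Rate constants were normalized to DMSO controls.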
A-T KAP1 phos: qHTS Assay for Identifying a Potential Treatment of Ataxia-Telangiectasia | Potency, µM (series often up to 57.5 µM), for the others: at the top dose activation, actives largely listed as activators | […] A-T fibroblasts, KAP-1 phosphorylation AlphaLISA; neocarzinostatin DNA damage 30 min before lysis | hit rate 0.19% among 320,000; also: potency is read from the fitted curve at half-maximal effect; % of control where 0% means no effect; nearly all actives have a fitted effect of over 45% in size
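ATM-like activity read as KAP-1 phosphorylation via AlphaLISA donor/acceptor antibody pairs after lysis and 6 hr at 25C. Cells were ATM-null patient fibroblasts ([…], hTERT), dosed 60 min, then exposed to the DSB inducer NCS for 30 min.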
TRPV1 ag: HTS Assay for Compounds that Act as Agonists of the Vanilloid Receptor 1; TRPV1-expressing cells, Fluo-8 calcium influx, agonist mode; activation, % at 8.33 µM; hit rate 0.19% among 320,000; AID 540275, 2011; in the data active = activation above about 80%; inconclusive = between about 30% and that limit; also: 0% is about no effect
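TRPV1-expressing cells were cultured overnight at 35.5C and loaded with Fluo-8 calcium dye for 40 to 90 min at room temperature. After a 10 s baseline, compound was added and calcium influx was read kinetically for 3 min (ex 480/em 520 nm).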
Eya2 inh: qHTS Assay for Inhibitors of the Phosphatase Activity of Eya2. Protein phosphatase EYA2 (Homo sapiens), O00167. hit rate 0.006% among 330,000. Potency, µM (titrated, usually from 76.9 µM), inactives show at the top dose activity, negative = inhibition, usual class: inhibitors. AID 488837, 2010. recombinant Eya2, OMFP fluorescence dephosphorylation (OMFP is methylfluorescein phosphate); also: potency is read from the fitted curve at half-maximal effect; % is scaled to controls: 0 for no effect and ±100 for the full control effect
Target sequence (O00167 whole entry, looked up): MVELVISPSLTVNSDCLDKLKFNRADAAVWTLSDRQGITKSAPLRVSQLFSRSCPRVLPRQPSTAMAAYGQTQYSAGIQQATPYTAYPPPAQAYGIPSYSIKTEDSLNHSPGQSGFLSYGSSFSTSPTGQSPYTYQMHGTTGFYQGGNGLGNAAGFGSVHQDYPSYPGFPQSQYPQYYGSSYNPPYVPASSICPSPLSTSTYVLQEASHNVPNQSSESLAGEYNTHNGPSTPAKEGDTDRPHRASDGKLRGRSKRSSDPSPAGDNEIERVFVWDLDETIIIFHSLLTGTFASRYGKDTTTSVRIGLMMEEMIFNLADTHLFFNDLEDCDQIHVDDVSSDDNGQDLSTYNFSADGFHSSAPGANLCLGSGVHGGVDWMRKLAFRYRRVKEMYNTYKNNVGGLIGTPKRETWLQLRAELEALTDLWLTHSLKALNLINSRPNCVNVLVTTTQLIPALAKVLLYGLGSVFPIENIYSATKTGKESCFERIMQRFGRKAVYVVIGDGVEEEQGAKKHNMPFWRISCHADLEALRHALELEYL
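Eya2 protein (added as 0.2 uM solution) was preincubated with compound for 10 min at ambient temperature in 50 mM HEPES pH 7.5, 50 mM NaCl, 5 uM MgCl2, 0.05% BSA, 1 mM DTT. OMFP (added at 50 uM) then reacted 10 min; fluorescence read at 485/525 nm.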
Mito fusion act: qHTS Assay for Small Molecule Inhibitors of Mitochondrial Division or Activators of Mitochondrial Fusion; S. cerevisiae fusion-defective mutant growth rescue, CellTiterGlo 48 h; hit rate 0.23% among 320,000; Potency, µM (highest dose often 46.1 µM), for inactives: at the highest dose growth rescue (activation), hits mostly activators;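 also: potency is read from the fitted curve at half-maximal effect; % of control where 0% means no effect; nearly all actives have a fitted effect of over 45% in size; temperature-sensitive fusion mutants such as fzo1-1 at 37 °C on non-fermentable ethanol glycerol medium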
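Temperature-sensitive fusion-defective S. cerevisiae (e.g. fzo1-1, mgm1-5) were grown with compound in YPEG medium (3% ethanol, 3% glycerol) for 48 hours at 37C. Growth rescue was measured as viability by CellTiterGlo luminescence after 10 minutes at ambient.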
TCR act: Activators of T cell receptors: qHTS campaign. Potency, µM (doses to about 9.22 µM), for inactives: at the highest dose activation of IL-2 secretion, most hits filed as activators. 330,000 tested, under 10 active. primary human leukocytes, anti-CD3, IL-2 HTRF, 48 h; also: % of control where 0% means no effect
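Primary human leukocytes receive a-CD3 beads and test compound and are incubated 48 hr. Secreted IL-2 is then assayed by HTRF, measuring 665nm acceptor emission after 320nm excitation of the europium donor.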
TSHR antagonist: Antagonists of the Thyroid Stimulating Hormone Receptor: HTS campaign. activity change, negative = inhibition, % at 11.5 µM. TSHR-expressing cells, TSH-stimulated cAMP HTRF, 2 h; hits give low values. AID 504810, 2011. hit rate 0.2% among 330,000;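 active = activity change below a set negative limit, meaning inhibition stronger than a set level, cut at about -70% in these data; inconclusive = activity change between two set negative limits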; also: % is scaled to controls: 0 for no effect and ±100 for the full control effect
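Cell-based HTRF cAMP assay; TSHR cells + compound, TSH EC80 (4nM final), 2 h, 37 deg C. Lysis with anti-cAMP cryptate and cAMP-d2, 30 min RT, read 665/620 nm.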
Numbers without * were called inactive; ? = inconclusive; nt = not tested or not shown; [ ] = dose if it differs, or a comment. Unless noted, calls follow the shape of the dose curve; as a rule, active = well fitted curve in the direction sought with a large enough effect; inconclusive = small, poorly fitted or top-dose-only effect, or another doubt; inactive = no such curve, though single readings can be large; an effect the other way counts as inactive or inconclusive. An excerpt (hit frequency here may not be typical).

SMILES	KCNH2 3.1 inh	ELG1 DNA repair	USP2a block	KCNH2 WT inh	A-T KAP1 phos	TRPV1 ag	Eya2 inh	Mito fusion act	TCR act	TSHR antagonist
CCOC(=O)C1CCN(C(=O)CN(c2ccc(Cl)c(C(F)(F)F)c2)S(C)(=O)=O)CC1	1	-18%	0%	4	9%	0	2%	2%	3%	-3
O=C(NCC1CCCO1)c1ccc(S(=O)(=O)N2CCC(c3nc4ccc(Cl)cc4[nH]3)CC2)cc1 (stereo not drawn)	-2	13µM*	1%	9	6%	-2	9%	-4%	-5%[46.1 µM]	-11
Cc1nn(C)cc1C1C2=C(CC(C)(C)CC2=O)N(c2ccccc2)C2=C1C(=O)CC(C)(C)C2	3	0%	4%	1	-2%	1	1%	2%	-2%	-7
CCCSc1nsc(NC(=O)C(c2ccccc2)c2ccccc2)n1	-5	?	-14%	4	-3%	5	2%	6%	-3%	-80*
N/C(=N\OC(=O)CCc1ccccc1)c1cccnc1	16	?	2%	-10	1%[11.5 µM]	4	2%	6%	-16%	-13
COC(=O)CCCCC1SCC(NC(=O)c2ccccc2)C1OC(C)=O (stereo not drawn)	2	-11%	-1%	-8	1%	5	3%	-6%	1%	7
CC1=C(C(=O)Nc2ccc(C(=O)NC(C)c3ccccc3)cc2)SCCO1 (stereo not drawn)	15	0%	0%	10	-1%	-2	1%	?	4%	-8
O=C(/C=C/c1cc2ccccc2o1)c1ccccc1O	-1	?	0%	-4	-5%	21	-3%	-9%	5%	-10
Cn1c(SCn2nnc3ccccc3c2=O)nc2ccccc2c1=O	nt	-6%	1%	nt	9%	2	-1%	-2%	nt	1
FC(F)(F)c1ccnc(Sc2n[nH]c(C(F)(F)F)n2)c1	-15	-8%	1%	1	-1%	0	-11%	3%	-5%	-12
O=P(O)(CP(=O)(c1ccccc1)c1ccccc1)c1ccccc1	nt	-6%	0%	-3	-1%	-2	-9%	-2%	-3%	3
CCOC(=O)[C@H]1[C@H]2COc3cc(OC)ccc3[C@@H]2N2C(=O)CN(Cc3ccc(OC)cc3)C(=O)[C@@]12C	nt	?	-3%	nt	1%	17	-10%	9%	7%	18
O=S(=O)(Nc1ccc(-c2cnco2)cc1)c1ccccc1	5	11%	0%	2	0%	6	-5%	3%	3%	-15
COc1ccc2oc(C(=O)c3ccccc3)c(NC(=O)CN3CCN(C)CC3)c2c1	-5	-10%	3%	6	-3%	17	-11%	-7%	2%	-5
Cc1cc(C)n2nc(N)c(N=Nc3ccccc3)c2n1	-10	16%	-2%	0	-10%	6	1%	-2%	-1%	-11
CCc1ccc(-c2nc(CS(=O)CC(=O)NCc3ccccc3)c(C)o2)cc1 (stereo not drawn)	-15	10%	0%	-2	-1%	5	10%	0%	-11%	-1
CCOC(=O)c1[nH]c2cc(OC)c(OC)cc2c1NC(=O)CN(C)C1CCCCC1	21	?	-2%	-9	-20%	?	-2%	8%	-5%	-12
O=C(c1ccc(C(F)(F)F)cc1)C1CCCN(C(=O)CCn2cncn2)C1 (stereo not drawn)	-7	8%	-6%	1	-3%	-2	-5%	-14%	1%	7
CN(C)S(=O)(=O)c1ccc(NC(=O)CN2CCN(C(c3ccccc3)c3ccccc3)CC2)cc1	-10	11%	1%	6	-1%	5	-6%	-2%	0%	7
CN(C)C(=O)c1c([N+](=O)[O-])c(C(C)(C)C)nn1C	-24	-3%	-1%	2	3%	-1	8%	0%	5%[46.1 µM]	6
COc1ccccc1C(=O)COC(=O)Cc1ccccc1F	2	?	4%	-2	8%	nt	2%	nt	6%[46.1 µM]	-7
O=C1c2ccccc2C(=O)C1(CO)c1ccccc1	39	?	6%	4	0%	2	-10%	-2%	6%	-5
COc1ccc(NC(C)(C)c2nnnn2-c2c(C)cccc2C)cc1	-7	?	-1%	2	-8%	4	13%	14%	0%	3
O=C(O)CCC(=O)Nc1ccccc1C(=O)NCc1ccccc1	2	7%	1%	5	-4%	0	3%	1%	-4%[46.1 µM]	-7

Compounds listed so far that contain a Cl atom (2):
SMILES	KCNH2 3.1 inh	ELG1 DNA repair	USP2a block	KCNH2 WT inh	A-T KAP1 phos	TRPV1 ag	Eya2 inh	Mito fusion act	TCR act	TSHR antagonist
CCOC(=O)C1CCN(C(=O)CN(c2ccc(Cl)c(C(F)(F)F)c2)S(C)(=O)=O)CC1	1	-18%	0%	4	9%	0	2%	2%	3%	-3
O=C(NCC1CCCO1)c1ccc(S(=O)(=O)N2CCC(c3nc4ccc(Cl)cc4[nH]3)CC2)cc1 (stereo not drawn)	-2	13µM*	1%	9	6%	-2	9%	-4%	-5%[46.1 µM]	-11

New compounds follow
SMILES	KCNH2 3.1 inh	ELG1 DNA repair	USP2a block	KCNH2 WT inh	A-T KAP1 phos	TRPV1 ag	Eya2 inh	Mito fusion act	TCR act	TSHR antagonist
CCOc1cc(C#N)c(NC(=O)c2ccco2)cc1OCC	5	?	1%	-20	-1%	-4	11%	3%	2%	2
Cn1cc(S(=O)(=O)N2CCOCC2)cc1C(=O)Nc1ccc(Cl)cc1	4	-4%	2%	5	0%	12	-5%	0%	-10%	-2
O=C(CSCc1ccc(C(=O)O)cc1)Nc1ccccc1	3	-12%	1%	3	4%[11.5 µM]	0	0%	-4%	nt	-12
CC1(C)CC(=O)C2=C(C1)N(Cc1ccccc1)C(=O)C2(O)C(F)(F)F (stereo not drawn)	5	9%	1%	1	3%	0	-18%	0%	-2%	3
COc1cccc(/C=N/NC(=O)c2ccoc2C)c1O	33	?	-1%	-8	-5%	-1	0%	2%	-5%	-6
CCN(CC(=O)NC1CCS(=O)(=O)C1)Cc1nc2c(Br)cc(Br)cc2c(=O)[nH]1 (stereo not drawn)	0	1%	2%	-17	0%	4	-5%	-5%	4%	0
Cc1cccc(-n2c(C)cc(/C=N\NC(=O)c3cccs3)c2C)c1	16	?	1%	-4	-8%	19	5%	1%	1%[46.1 µM]	5
CCOC(=O)Cn1c(C)[n+](C)c2cc(Cl)c(Cl)cc21	14	0%	2%	-14	8%	2	-4%	-2%	1%	6
Cc1ccc(S(=O)(=O)N2CCN(C(=O)c3ccc(S(=O)(=O)N4CCCC4)cc3)CC2)cc1	4	?	1%	2	1%	1	4%	1%	5%	25
Cc1cc(NC(=O)CSc2ncc(C(=O)O)n2-c2ccc(F)cc2)no1	12	?	-1%	-1	3%	nt	2%	nt	-3%	nt
COC(=O)c1ccc(-c2nc3cc(Cl)c(N)cc3s2)cc1	-31	?	3%	9	27%	-1	-18%	-3%	-4%	-6
COc1ccc(OC)c(-c2csc(NC(=O)COC(=O)c3ccc(NC(=O)CC#N)cc3)n2)c1	-12	-17%	?	-1	2%	3	6%	-2%	-2%	-10
CC(NC(=O)COC(=O)C12CC3CC(CC(Br)(C3)C1)C2)c1ccccc1 (stereo not drawn)	4	5%	-3%	-2	-3%	nt	-7%	nt	0%	104
COc1cccc2c1O/C(=N\O)C(C(=O)Nc1cccc(C)c1C)C2 (stereo not drawn)	7	3%	-1%	-13	26%	1	?	2%	-2%	-2
CC1CN(C(=O)COC(=O)c2ccc(Cl)c(N)c2)CC(C)O1 (stereo not drawn)	27	-2%	1%	-3	-4%	-2	-2%	12%	-2%	9
Cc1c(C(=O)O)sc2nc(SCC(=O)Nc3ccc(S(=O)(=O)NCCCC(=O)O)cc3)[nH]c(=O)c12	20	3%	1%	nt	1%	-1	-5%	-4%	-5%	-3
COC(=O)CSc1nc(N2CCOCC2)c2c(c1C#N)CCCC2	9	-5%	2%	15	-2%	19	12%	4%	-2%	-21
COc1ccccc1NS(=O)(=O)c1cc(C(=O)NCc2ccncc2)ccc1C	-2	-1%	2%	4	2%	-2	4%	11%	-2%	12
CCC(C(=O)NCc1ccco1)N(Cc1cccs1)C(=O)CNS(=O)(=O)c1ccccc1 (stereo not drawn)	nt	-1%	0%	-5	-1%	-1	19%	-5%	2%	2
Brc1ccc(N=NNc2ccccc2)cc1	?	?	-1%	-8	12%	0	-2%	-13%	-7%	-17
Cc1nc2oc(C(=O)c3ccccc3)c(N)c2c2c1COC(C)(C)C2	9	?	2%	6	1%	2	-4%	8%	6%[46.1 µM]	0
COc1ccc(C(=O)CSc2ccccc2C(=O)O)cc1	1	?	-3%	2	-2%	-3	-7%	2%	3%	-4
COc1cc2cc(/C=C/C(=O)c3ccco3)c(Cl)nc2cc1OC	-1	9%	4%	4	-2%	1	6%	-2%	4%	3
